Screening data: PubChem, National Center for Advancing Translational Sciences (NCATS)
Vif-A3F inh – Vif-A3F binding inhibition; HeLa A3F-eYFP + Vif (tagged APOBEC3F with the HIV-1 protein that degrades it), YFP fluorescence increase; Potency, µM (series often up to 46.1 µM), without a hit: top-dose activity, negative = active; 0.2% of 390,000 active; AID 602313; also: potency is read from the fitted curve at half-maximal effect; % of control where 0% means no effect; nearly all actives have a fitted effect of over 65% in size
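Fluorescence increase (Ex 488/Em 500-530) after overnight compound treatment at 37 deg C flags inhibition of Vif-driven A3F-eYFP loss in stable HeLa A3F-eYFP/Vif cells seeded overnight beforehand.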
USP1-UAF1 inh – blocks the human USP1/UAF1 deubiquitinase complex | recombinant USP1/UAF1, Ub-Rhodamine cleavage fluorescence | 0.23% of 390,000 active | Potency, µM (doses to about 57.1 µM), inactives show at the top dose activity change, negative = inhibition, usual class: inhibitors | AID 743255 | O94782; also: potency is read from the fitted curve at half-maximal effect; % is scaled to controls: 0 for no effect and ±100 for the full control effect; nearly all actives have a fitted effect of over 60% in size; inactives centre near -12
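USP1/UAF1 complex (1 nM) preincubated 15 min at room temperature with compound, then Ub-Rho substrate (150 nM final) added. Kinetic fluorescence at 480/540 nm over 6 reads at 60 s intervals; 50 mM HEPES pH 7.8, 0.5 mM EDTA, 0.1 mg/ml BSA, 1 mM TCEP, 0.01% Tween-20.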
TrxR1 substrate – substrates of rat thioredoxin reductase 1 | purified TrxR1 substrate turnover, NADPH consumption readout | O89049 | Potency, µM (series often up to 114 µM), without a hit: at the top dose activity change, negative = substrate turnover | AID 588456 | 0.01% of 390,000 active; also: potency is read from the fitted curve at half-maximal effect; % is scaled to controls: 0 for no effect and ±100 for the full control effect; nearly all actives have a fitted effect of over 50% in size
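Rat TrxR1, dispensed at 90 nM, was prereduced with 400 uM NADPH (final) for 5 min at ~22 deg C, then incubated with compound 15 min before 400 uM selenite. A first-read NADPH fluorescence drop versus no-compound background flagged substrates.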
RGS4 inh – human RGS4 inhibition; P49798; Transcreener GDP fluorescence polarization, RGS4-accelerated GTP hydrolysis; Potency, µM (series often up to 114 µM), for the others: top-dose activity change, negative = inhibition, usual class: inhibitors; 0.039% of 390,000 active; also: potency is read from the fitted curve at half-maximal effect; % is scaled to controls: 0 for no effect and ±100 for the full control effect; nearly all actives have a fitted effect of over 75% in size; some results filed as inactive show a strong effect at the top dose
Target sequence (P49798 whole entry, looked up): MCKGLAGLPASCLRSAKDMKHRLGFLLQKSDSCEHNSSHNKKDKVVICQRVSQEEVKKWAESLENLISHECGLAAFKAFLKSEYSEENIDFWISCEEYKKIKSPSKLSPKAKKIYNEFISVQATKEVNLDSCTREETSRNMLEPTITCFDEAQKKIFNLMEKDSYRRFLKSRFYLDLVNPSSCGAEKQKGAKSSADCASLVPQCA
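MLSMR compounds (23 nl, pin-transferred) preincubated 10 min at room temperature with a 500nM (2x) first reagent, then RGS4 at 900nM (2x) plus Transcreener GDP mix added; fluorescence polarization (620/688 nm) read before and after 90 min at 30 °C.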
Vif-A3G inh – blocks the Vif interaction with human APOBEC3G; 0.076% of 410,000 active; HeLa A3G-eYFP + Vif (tagged APOBEC3G with the HIV-1 protein that degrades it), YFP fluorescence, overnight; AID 602310; Q9HC16; Potency, µM (highest dose often 46.1 µM), for the others: at the highest dose activity, negative = active, actives largely listed as inhibitors;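 also: potency is read from the fitted curve at half-maximal effect; % is scaled to controls: 0 for no effect and ±100 for the full control effect; nearly all actives have a fitted effect of over 60% in size; hits raise eYFP signal because A3G escapes Vif-driven loss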
Target sequence (Q9HC16 whole entry, looked up): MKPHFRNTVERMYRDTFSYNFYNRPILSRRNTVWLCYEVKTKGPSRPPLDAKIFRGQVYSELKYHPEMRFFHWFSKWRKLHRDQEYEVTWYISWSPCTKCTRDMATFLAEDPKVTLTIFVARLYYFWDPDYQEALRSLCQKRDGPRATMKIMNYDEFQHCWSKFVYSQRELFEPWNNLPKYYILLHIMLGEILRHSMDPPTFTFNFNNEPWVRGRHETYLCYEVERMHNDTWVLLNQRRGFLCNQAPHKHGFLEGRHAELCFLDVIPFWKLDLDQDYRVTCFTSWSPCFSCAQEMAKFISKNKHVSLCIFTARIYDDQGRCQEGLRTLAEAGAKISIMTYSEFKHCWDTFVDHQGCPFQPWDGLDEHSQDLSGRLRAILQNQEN
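HeLa cells stably expressing Vif and C-terminally eYFP-tagged A3G, seeded overnight at 37 deg C, then exposed to compound by pintool overnight at 37 deg C. Rise in yellow fluorescence (Ex 488/Em 500-530, Acumen) marks blocked Vif-driven A3G degradation.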
LDHA block – LDHA (human) enzyme inhibition; purified LDHA, NADH/diaphorase-resazurin fluorescence; hits give low values; activity change, % (values are at about 110 or 230 µM); 0.15% of 480,000 active; AID 1347041; in the data active = activity change below about -30%; inconclusive = mostly about -25% to -30%;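 also: plate controls were DMSO wells for no effect and wells without enzyme for full effect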
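Remaining NADH was detected by diaphorase (0.133 mg/mL) converting 37 µM resazurin to fluorescent resorufin, read at 0 and 20 minutes. The preceding 5-minute room-temperature reaction used 2 nM LDHA, 0.2 mM sodium pyruvate and 0.06 mM NADH at pH 7.4.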
mIDH1 inhibitor – human IDH1 R132H inhibition. Potency, µM (top dose mostly 76.6 µM), without a hit: top-dose activity change, negative = inhibition, hits mostly inhibitors. AID 602179. IDH1-R132H enzyme, NADPH consumption, diaphorase/resazurin fluorescence. 0.093% of 390,000 active. O75874; also: potency is read from the fitted curve at half-maximal effect; % is scaled to controls: 0 for no effect and ±100 for the full control effect; nearly all actives have a fitted effect of over 65% in size
Target sequence (O75874 whole entry R132H, stated change not applied): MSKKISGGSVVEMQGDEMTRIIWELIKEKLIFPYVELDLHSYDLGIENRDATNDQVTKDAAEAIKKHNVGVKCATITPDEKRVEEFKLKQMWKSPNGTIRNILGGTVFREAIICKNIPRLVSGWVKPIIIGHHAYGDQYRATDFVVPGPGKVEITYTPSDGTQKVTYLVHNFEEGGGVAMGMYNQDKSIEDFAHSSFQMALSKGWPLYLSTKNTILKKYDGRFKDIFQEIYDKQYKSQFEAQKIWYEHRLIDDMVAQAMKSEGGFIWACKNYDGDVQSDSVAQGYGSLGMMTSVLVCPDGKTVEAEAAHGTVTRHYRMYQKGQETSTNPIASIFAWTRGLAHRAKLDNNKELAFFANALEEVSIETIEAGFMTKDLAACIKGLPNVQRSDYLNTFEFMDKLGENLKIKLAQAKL
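IDH1-R132H (0.5 ug/mL dispensed) in pH 7.5 Tris buffer was preincubated 30 min with compound, then given a substrate mix of 0.016 mM NADPH and 2 mM alpha-KG for 80 min at room temperature; remaining NADPH was read by diaphorase/resazurin fluorescence.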
GRP78 ERSR act – induces the endoplasmic reticulum stress response in human glioma cells | U87-MG GRP78 promoter luciferase reporter, 16 h | Potency, µM, inactives show top-dose activation, most hits filed as activators | 0.02% of 420,000 active; also: potency is read from the fitted curve at half-maximal effect; series mostly up to about 76 µM; % of control where 0% means no effect; nearly all actives have a fitted effect of over 35% in size
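Stably transfected U87-MG glioma cells carrying a GRP78-based luciferase sensor; 16 h compound incubation. Luminescence end-point read 10 min after Bright-Glo addition at room temperature.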
TrxR1 inh – rat TrxR1 inhibition | O89049 | recombinant rTrxR1, NADPH fluorescence consumption, selenite substrate | Potency, µM (series often up to 114 µM), without a hit: top-dose activity change, negative = inhibition, actives largely listed as inhibitors | 1% of 390,000 active | AID 588453; also: potency is read from the fitted curve at half-maximal effect; % is scaled to controls: 0 for no effect and ±100 for the full control effect; nearly all actives have a fitted effect of over 65% in size
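Rat TrxR1 (90 nM in the dispensed reagent) was pre-reduced with 400 uM NADPH for 5 min at room temperature, then incubated with compound for 15 min. After 400 uM selenite was added, NADPH fluorescence (Ex 340/Em 450 nm) was followed for 8 min.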
An asterisk follows results filed as active; & = joins results of further samples; [ ] = dose if it differs, or a comment. Unless noted, calls follow the shape of the dose curve; as a rule, active = well fitted curve in the direction sought with a large enough effect; inconclusive = small, poorly fitted or top-dose-only effect, or another doubt; inactive = no such curve, though single readings can be large; an effect the other way counts as inactive or inconclusive. This is a subset; count on the stated rates, not on these rows.

CN(C)c1ccc(Nc2c3c4c(cccc4n(C)c2=O)C(=O)c2ccccc2-3)cc1 was read as Vif-A3F inh -3.6%, USP1-UAF1 inh 0.1%, TrxR1 substrate -11.2%, RGS4 inh -18.7%, Vif-A3G inh inconclusive, LDHA block -0.5, mIDH1 inhibitor 3.5%, GRP78 ERSR act -0.9% and TrxR1 inh -9.0%.
For CC(=O)NCc1ccc(-c2csc(NC(=O)CCCc3nc4ccccc4c(=O)[nH]3)n2)cc1 the results were Vif-A3F inh 9.9%, USP1-UAF1 inh -18.2%, TrxR1 substrate -5.8%, RGS4 inh -8.7%, Vif-A3G inh 0.4%, LDHA block -0.5, mIDH1 inhibitor 10.5%, GRP78 ERSR act -3.0% and TrxR1 inh 12.3%.
Cc1cccnc1Nc1ncnc(N)c1[N+](=O)[O-] was read as Vif-A3F inh 0.3%, USP1-UAF1 inh -6.9%, TrxR1 substrate -13.2%, RGS4 inh -10.6%, Vif-A3G inh 0.8%, LDHA block -4.5, mIDH1 inhibitor 2.3%, GRP78 ERSR act -5.0% and TrxR1 inh 14.8%[57.1 µM].
CC(C)CNC1CCS(=O)(=O)C1 (stereo not given) was read as Vif-A3F inh 1.9%, USP1-UAF1 inh -23.3%, TrxR1 substrate 3.0%, RGS4 inh 3.3%[11.4 µM], Vif-A3G inh 0.7%, LDHA block -2.3, mIDH1 inhibitor -0.6%, GRP78 ERSR act -1.9% and TrxR1 inh 16.3%.
`O=S(=O)(c1ccc2ccccc2c1)n1nc(-c2ccco2)nc1NCc1ccc(F)cc1` gave Vif-A3F inh 5.6%, USP1-UAF1 inh -21.5%, TrxR1 substrate -11.3%, RGS4 inh -0.9%, Vif-A3G inh 2.8%, LDHA block 3.5, mIDH1 inhibitor 19.9%, GRP78 ERSR act 0.3% and TrxR1 inh inconclusive.
For c1ccc(-c2nc(SCC3CCCCO3)n[nH]2)cc1 (stereo not given) the results were TrxR1 substrate 2.5%, Vif-A3G inh -5.0%, LDHA block -1.1, GRP78 ERSR act 1.6% and TrxR1 inh 10.2%.
`COc1ccc(/C=N/n2cnc3c(sc(=S)n3-c3ccccc3)c2=O)cc1` gave Vif-A3F inh -11.2%, USP1-UAF1 inh -27.7%, TrxR1 substrate 11.0%, RGS4 inh -19.7%[56.9 µM], Vif-A3G inh -7.0%, LDHA block -4.7, mIDH1 inhibitor 6.8%, GRP78 ERSR act -5.9% and TrxR1 inh 28.1%.
`S=C(NC1CCCCC1)N1CCN(Cc2ccccc2Cl)CC1` gave Vif-A3F inh -8.4%, USP1-UAF1 inh -18.8%, TrxR1 substrate 2.7%, RGS4 inh 5.5%, Vif-A3G inh 1.7%, LDHA block -2.4, mIDH1 inhibitor -1.7%, GRP78 ERSR act -2.0% and TrxR1 inh 11.1%[57.1 µM].
For COc1ccc2oc(=O)c(C(=O)N3CCCc4ccccc43)cc2c1 the results were Vif-A3F inh -3.5%, USP1-UAF1 inh -12.5%, TrxR1 substrate 3.2%, RGS4 inh -5.2%, Vif-A3G inh 1.3%, LDHA block -4.9&-0.5, mIDH1 inhibitor 4.3%, GRP78 ERSR act -0.8% and TrxR1 inh 30.0%.
Screening CC(=O)c1cccc(OCC(=O)NC2CCCCCC2)c1 returned Vif-A3F inh 3.5%, USP1-UAF1 inh -19.6%, TrxR1 substrate 1.0%[57.1 µM], RGS4 inh -2.8%, Vif-A3G inh -3.1%, LDHA block -0.6, mIDH1 inhibitor -6.6%, GRP78 ERSR act 0.9% and TrxR1 inh 7.1%[57.1 µM].
For COc1ccc(NS(=O)(=O)c2cccc(-c3nnc4n3CCCCC4)c2)cc1 the results were Vif-A3F inh 1.7%, USP1-UAF1 inh -8.0%, TrxR1 substrate -8.9%, RGS4 inh -2.1%, Vif-A3G inh -0.5%, LDHA block -2.1, mIDH1 inhibitor 1.0%, GRP78 ERSR act -2.9% and TrxR1 inh -9.0%.
`COc1cc(-c2noc(C)c2/C=C/c2ccc(C(=O)O)cc2)cc(OC)c1OC` gave Vif-A3F inh 3.7%, USP1-UAF1 inh -21.8%, TrxR1 substrate -5.1%, RGS4 inh -0.9%, Vif-A3G inh inconclusive, LDHA block -3.1, mIDH1 inhibitor -10.8%, GRP78 ERSR act -6.3% and TrxR1 inh -16.5%.
For O=S(=O)(c1ccc(Cl)cc1)N1CCCC1c1nc(-c2ccc(Cl)cc2)no1 (stereo not given) the results were Vif-A3F inh -2.9%, USP1-UAF1 inh -27.0%, TrxR1 substrate -3.5%[57.1 µM], RGS4 inh 23.7%, Vif-A3G inh -1.4%, LDHA block 2.4, mIDH1 inhibitor 4.4%, GRP78 ERSR act 0.3% and TrxR1 inh -31.8%[57.1 µM].
For Cc1ccccc1-c1nnc(-c2cccc3ccccc23)o1 the results were Vif-A3F inh -15.2%, USP1-UAF1 inh 2.2%, TrxR1 substrate 68.6%[activator], RGS4 inh 6.6%, Vif-A3G inh -0.2%, LDHA block -4.2, mIDH1 inhibitor -7.0%, GRP78 ERSR act 4.1% and TrxR1 inh 69.3%[activator].
Screening CN(CCO)CC(O)Cn1cnc2c1c(=O)n(C)c(=O)n2C (stereo not given) (tested in a mixture with another compound) returned Vif-A3F inh 3.4%, USP1-UAF1 inh -26.5%, TrxR1 substrate 3.3%, RGS4 inh -8.7%, Vif-A3G inh -2.8%, LDHA block -5.5, mIDH1 inhibitor 2.2%, GRP78 ERSR act -0.9%&-4.6% and TrxR1 inh 15.7%.
Screening CCOc1ccc(S(=O)(=O)N2CCC(C(=O)NC3CC3)CC2)cc1C returned Vif-A3F inh 2.2%, USP1-UAF1 inh -1.9%, TrxR1 substrate 3.3%, RGS4 inh 0.0%, Vif-A3G inh -4.0%, LDHA block -4.9, mIDH1 inhibitor 6.3%, GRP78 ERSR act -2.4% and TrxR1 inh 8.6%.
For CCN(CC)C(=O)[C@H]1C[C@H](CC(=O)NC(C)(C)C)C(=O)N2CCc3c([nH]c4ccc(Cl)cc34)[C@]12C the results were Vif-A3F inh -1.9%, USP1-UAF1 inh -26.7%, TrxR1 substrate -6.6%, RGS4 inh -6.9%, Vif-A3G inh 3.6%, LDHA block -1.0, mIDH1 inhibitor 3.9%, GRP78 ERSR act -3.8% and TrxR1 inh -10.3%.
For CCOC(=O)c1ccc(NC(=O)CN2C(=O)C(C)(C)c3ccccc32)cc1 the results were Vif-A3F inh -1.7%, USP1-UAF1 inh inconclusive, TrxR1 substrate -10.4%[57.1 µM], RGS4 inh -2.0%, Vif-A3G inh -1.4%, LDHA block -1.5, mIDH1 inhibitor 10.8%, GRP78 ERSR act -3.3% and TrxR1 inh -7.2%[57.1 µM].
Screening CCC(=O)N1CCc2cc(S(=O)(=O)NCCC(=O)Nc3ccc(C)cc3)ccc21 returned Vif-A3F inh 5.0%, USP1-UAF1 inh -16.2%, TrxR1 substrate 1.5%, RGS4 inh 6.4%, Vif-A3G inh -2.7%, LDHA block -6.0, mIDH1 inhibitor -16.7%, GRP78 ERSR act -2.4% and TrxR1 inh 9.8%.
`COc1ccc([C@@H]2C[C@H](c3ccccc3)Oc3cc(C)cc(C)c32)cc1` gave Vif-A3F inh 2.8%, USP1-UAF1 inh -23.3%, TrxR1 substrate 1.9%, RGS4 inh 16.2%, Vif-A3G inh -17.8%, LDHA block 1.1, mIDH1 inhibitor -8.8%, GRP78 ERSR act 1.0% and TrxR1 inh 11.9%.
`O=C1OC=NC1=Cc1ccccc1` gave Vif-A3F inh -9.9%, USP1-UAF1 inh -3.5%, TrxR1 substrate 6.9%, RGS4 inh -17.5%, Vif-A3G inh -0.3%, LDHA block -3.6, mIDH1 inhibitor 2.7%, GRP78 ERSR act -2.3% and TrxR1 inh -13.6%.
Screening CC1(CO)COC(c2ccccc2)=N1 (stereo not given) returned Vif-A3F inh 1.8%, USP1-UAF1 inh -12.3%, TrxR1 substrate 9.0%, RGS4 inh 11.0%[11.4 µM], Vif-A3G inh 4.6%, LDHA block -3.7, mIDH1 inhibitor -3.4%, GRP78 ERSR act -1.3% and TrxR1 inh 18.3%.
Screening Nc1[nH]nc2nc(NCc3ccccc3)c3c(c12)CCN(Cc1ccccc1)C3 returned Vif-A3F inh -0.1%, USP1-UAF1 inh -6.2%, TrxR1 substrate -3.8%, RGS4 inh -2.3%, Vif-A3G inh -11.1%, LDHA block -0.5, mIDH1 inhibitor -0.5%, GRP78 ERSR act -4.3% and TrxR1 inh -7.8%.
For O=C(CCc1ccccc1)Nc1cccc([N+](=O)[O-])c1 the results were Vif-A3F inh 10.6%, USP1-UAF1 inh -16.4%, TrxR1 substrate -4.6%, RGS4 inh -1.6%, Vif-A3G inh -0.4%, LDHA block 3.3, mIDH1 inhibitor 10.3%, GRP78 ERSR act 5.3% and TrxR1 inh 14.9%.
COc1ccc(C2C=C(c3ccccc3)Nc3nc(NC(=O)/C=C/c4ccc(F)cc4)nn32)cc1 (stereo not given) was read as Vif-A3F inh -1.9%, USP1-UAF1 inh inconclusive, TrxR1 substrate 1.1%, RGS4 inh -8.7%, Vif-A3G inh -11.7%, LDHA block -1.4, mIDH1 inhibitor -9.0%, GRP78 ERSR act 5.0% and TrxR1 inh 14.1%.
